IDH1 R132H inh: inhibitors of human mutant IDH1 R132H; O75874; IDH1-R132H enzyme, NADPH consumption, diaphorase/resazurin fluorescence; Potency, µM (titrated, usually from 76.6 µM), for the others: at the top dose activity change, negative = inhibition, actives largely listed as inhibitors; 0.093% of 390,000 active; AID 602179; further: potency means the concentration at half of the fitted maximal effect; on the % scale 0 is the no-effect control and ±100 the full control effect; nearly all actives have a fitted effect of over 65% in size
Target sequence (O75874 whole entry R132H, stated change not applied): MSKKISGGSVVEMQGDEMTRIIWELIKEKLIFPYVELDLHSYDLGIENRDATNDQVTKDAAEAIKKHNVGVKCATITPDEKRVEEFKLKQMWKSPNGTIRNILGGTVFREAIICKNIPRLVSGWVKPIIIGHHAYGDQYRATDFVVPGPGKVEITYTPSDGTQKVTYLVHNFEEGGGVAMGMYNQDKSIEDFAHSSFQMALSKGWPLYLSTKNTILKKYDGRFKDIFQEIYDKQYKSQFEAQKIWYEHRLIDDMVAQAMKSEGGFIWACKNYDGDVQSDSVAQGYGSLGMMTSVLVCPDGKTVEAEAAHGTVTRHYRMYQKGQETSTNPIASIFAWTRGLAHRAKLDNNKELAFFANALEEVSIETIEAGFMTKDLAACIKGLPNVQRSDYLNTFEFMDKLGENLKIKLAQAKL
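IDH1-R132H (0.5 ug/mL dispensed) in pH 7.5 Tris buffer was preincubated 30 min with compound, then given a substrate mix of 0.016 mM NADPH and 2 mM alpha-KG for 80 min at room temperature; remaining NADPH was read by diaphorase/resazurin fluorescence.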
TRHR agonist: agonists of human TRH receptor | P34981 | TRHR cells, calcium flux fluo-8, FDSS agonist mode | activation, % at 2 µM | 0.18% of 360,000 active; in the data active means activation above about 30%; further: 0% is about no effect
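Agonist-mode FDSS calcium read (Ex 480/Em 530, 1 s cycles) in 1536-well TRHR cells with fluo-8 dye, after 10-cycle baseline and 23 nL compound addition; TRH at EC20 (10 nM final) added afterwards for the enhancer phase.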
TRHR enhancer: allosterically enhances the human TRH receptor | P34981 | TRHR cells, fluo-8 calcium fluorescence, EC20 TRH enhancement | enhancement, % at 2 µM | 0.66% of 360,000 active | AID 493056; in the data active means enhancement above about 30%; further: 0% is about no effect
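Enhancer read-out: after compound pinning and an initial kinetic agonist-mode read, an EC20 of TRH (10 nM final) was injected and fluo-8 calcium signal (Ex 480/Em 530) followed at 1 s/cycle for 100 cycles in TRHR-expressing cells.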
D2 antagonist: D2 dopamine receptor (human) antagonism; AID 485344; 2% of 340,000 active; inhibition, % at 10 µM; HEK293 TREx D2 cells, calcium flux, dopamine EC80; in the data active means inhibition above about 30%; further: 0% is about no effect
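Read-out: kinetic calcium fluorescence (1 cycle/s) in inducible HEK293 T-REx D2 cells after an EC80 dopamine addition that followed 180 s compound preincubation. Loss of the dopamine response indicates antagonism.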
PI4K2A inh: PI4K2A (human) kinase inhibition; purified PI4K2A, ADP-Glo luminescence, 1 h; active compounds read low; 0.13% of 420,000 active; activity change, negative = inhibition, % at 76.9 µM; in the data active means activity change below about -50%; inconclusive means mostly about -30% to -49%;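 further: -100% = wells without enzyme as full effect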
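ADP-Glo luminescence measured ADP generated by PI4K2A enzyme (4 ug/mL before mixing) with 1.2 mM PI substrate (pre-mix) and 300 microM ATP (pre-mix). Tris pH7.5 buffer with MgCl2, Triton X-100; 1 h reaction at ambient temperature.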
TrxR1 inh: blocks rat thioredoxin reductase 1 | O89049 | recombinant rTrxR1, NADPH fluorescence consumption, selenite substrate | Potency, µM (series often up to 114 µM), inactives show at the highest dose activity change, negative = inhibition, usual class: inhibitors | 1% of 390,000 active | AID 588453; further: potency means the concentration at half of the fitted maximal effect; on the % scale 0 is the no-effect control and ±100 the full control effect; nearly all actives have a fitted effect of over 65% in size
Target sequence (O89049 whole entry, looked up): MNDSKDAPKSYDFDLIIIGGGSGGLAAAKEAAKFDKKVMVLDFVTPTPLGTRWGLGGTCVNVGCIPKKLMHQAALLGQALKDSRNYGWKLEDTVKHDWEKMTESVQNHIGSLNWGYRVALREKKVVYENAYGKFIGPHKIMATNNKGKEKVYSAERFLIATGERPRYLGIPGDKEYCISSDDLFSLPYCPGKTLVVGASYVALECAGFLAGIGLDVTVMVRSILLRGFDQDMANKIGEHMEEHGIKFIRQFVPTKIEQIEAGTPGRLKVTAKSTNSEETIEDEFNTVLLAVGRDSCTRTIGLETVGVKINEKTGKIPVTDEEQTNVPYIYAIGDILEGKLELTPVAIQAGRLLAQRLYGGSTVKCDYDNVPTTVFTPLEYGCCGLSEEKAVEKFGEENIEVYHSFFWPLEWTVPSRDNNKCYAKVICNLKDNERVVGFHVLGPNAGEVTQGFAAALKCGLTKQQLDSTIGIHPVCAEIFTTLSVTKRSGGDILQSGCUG
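Rat TrxR1 (90 nM in the dispensed reagent) was pre-reduced with 400 uM NADPH for 5 min at room temperature, then incubated with compound for 15 min. After 400 uM selenite was added, NADPH fluorescence (Ex 340/Em 450 nm) was followed for 8 min.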
TrxR1 substrate: is turned over as a substrate by rat TrxR1; purified TrxR1 substrate turnover, NADPH consumption readout; Potency, µM (highest dose often 114 µM), for the others: top-dose activity change, negative = substrate turnover; 0.01% of 390,000 active; AID 588456; further: potency means the concentration at half of the fitted maximal effect; on the % scale 0 is the no-effect control and ±100 the full control effect; nearly all actives have a fitted effect of over 50% in size
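Rat TrxR1, dispensed at 90 nM, was prereduced with 400 uM NADPH (final) for 5 min at ~22 deg C, then incubated with compound 15 min before 400 uM selenite. A first-read NADPH fluorescence drop versus no-compound background flagged substrates.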
USP1 inh: inhibitors of human USP1/UAF1 deubiquitinase; O94782; recombinant USP1/UAF1, Ub-Rhodamine cleavage fluorescence; Potency, µM (top dose mostly 57.1 µM), for inactives: at the top dose activity change, negative = inhibition, hits mostly inhibitors; 0.23% of 390,000 active; AID 743255; further: potency means the concentration at half of the fitted maximal effect; on the % scale 0 is the no-effect control and ±100 the full control effect; nearly all actives have a fitted effect of over 60% in size; inactives centre near -12
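1 nM enzyme complex + cpd, 15 min RT; start with Ub-Rho 150nM final; kinetic fluorescence ex 480/em 540, 6 reads q60 s. Buffer 50mM HEPES pH 7.8, 0.5mM EDTA, 0.1 mg/ml BSA, 1mM TCEP, 0.01% Tween-20.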
D2 ag: agonists of human D2 dopamine receptor. AID 485358. 0.53% of 340,000 active. P14416. HEK293 T-REx D2 cells, calcium flux agonist mode. activation, % at 2 µM;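 active means activation over 3 SD above normal in the single-dose calcium agonist read, cut at about 30% in these data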; further: 0% is about no effect
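Agonism is scored from calcium flux in a force-coupled, inducible HEK293 cell line expressing D2, read kinetically for 180 s after compound addition against dopamine controls.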
Starred values were filed as active, the others as inactive; ? = inconclusive; nt = not tested or not shown; [ ] = dose if it differs, or a comment. Unless noted, the call rests on the fitted dose curve; in most records, active means well fitted inhibition curve with a large enough effect; inconclusive means small, poorly fitted or top-dose-only effect; inactive means no such curve, though single readings can be large or run the other way. Not a hit list (roughly 3.9% active in at least one column).

SMILES	IDH1 R132H inh	TRHR agonist	TRHR enhancer	D2 antagonist	PI4K2A inh	TrxR1 inh	TrxR1 substrate	USP1 inh	D2 ag
Cc1cc(=O)oc(C)c1C(=O)N1CCN(Cc2ccc3c(c2)OCO3)CC1	1%	0.5	4	16	8	-32%	-12%	-3%	-0.3
CC1CCCC(NC(=O)COC(=O)c2ccccc2Sc2ccccc2C#N)C1C (stereo not given)	7%	-0.2	30*	0	6	8%	0%	-6%	-1.1
O=C(CSc1nnc(-c2cccs2)o1)NCC1CN(Cc2ccccc2)CCO1 (stereo not given)	1%	-0.7	-2	0	-2	14%	9%	-9%	0.2
O=c1c(NCc2ccccc2Cl)nccn1-c1ccccc1	0%	0.3	-2	nt	-2	5%[57.1 µM]	3%[57.1 µM]	6%	nt
COc1ccc2c(n1)Sc1nc3ccccc3nc1N2	5%	90*	10	49*	-2	1%	-3%	?	92*
COc1ccc(C(=O)C2CCN(CC(=O)NCc3ccccc3)CC2)cc1	0%	-0.3	-3	-1	2	27%[57.1 µM]	7%[57.1 µM]	-6%	0.1
COc1ccc(Cc2nc3ccc(C(=O)NCCCN4CCN(C)CC4)cc3o2)cc1	10%	0.4	6	nt	2	11%[57.1 µM]	5%[57.1 µM]	-9%	0.6
CC(Sc1nncn1C)C(=O)Nc1ccc(Cl)cn1 (stereo not given)	5%	0.1	1	9	7	18%[57.1 µM]	-9%[57.1 µM]	-14%	-0.3
Cn1c(=O)[nH]c(=O)c2c1nc(NCCO)n2CC(O)COc1ccccc1 (stereo not given)	-15%	0.2	2	nt	-2	21%	5%	2%	1.4
CC(=O)N1CCc2c(sc(NC(=O)C3CC3)c2-c2nc3ccccc3s2)C1	-27%	0.9	2	-5	-1	2%	36%[activator]	?	1.0

Random excerpt: three records from the list
SMILES	IDH1 R132H inh	TRHR agonist	TRHR enhancer	D2 antagonist	PI4K2A inh	TrxR1 inh	TrxR1 substrate	USP1 inh	D2 ag
COc1ccc(Cc2nc3ccc(C(=O)NCCCN4CCN(C)CC4)cc3o2)cc1	10%	0.4	6	nt	2	11%[57.1 µM]	5%[57.1 µM]	-9%	0.6
O=c1c(NCc2ccccc2Cl)nccn1-c1ccccc1	0%	0.3	-2	nt	-2	5%[57.1 µM]	3%[57.1 µM]	6%	nt
Cc1cc(=O)oc(C)c1C(=O)N1CCN(Cc2ccc3c(c2)OCO3)CC1	1%	0.5	4	16	8	-32%	-12%	-3%	-0.3

Continuation:
SMILES	IDH1 R132H inh	TRHR agonist	TRHR enhancer	D2 antagonist	PI4K2A inh	TrxR1 inh	TrxR1 substrate	USP1 inh	D2 ag
Cc1ccc(S(=O)(=O)N(C)CC(=O)Nc2ccc(C)cn2)cc1	-1%	-0.4	1	11	0	14%	10%[57.1 µM]	-26%	0.2
Cc1[nH]c2ccccc2c1SCC(=O)NNC(=O)Nc1ccc(OC(F)(F)F)cc1	-7%	0.0	-4	-3	1	13%[57.1 µM]	4%[57.1 µM]	-25%	0.4
O=C(CN1CCCc2ccccc21)N/N=C/c1c(O)ccc2ccccc12	6%	1.7	1	-6	-1	-23%	-11%	?	4.3
CCOc1ccccc1N1CN(CC)CNC1=S	-6%	0.7	2	9	-1	-20%[57.1 µM]	9%[57.1 µM]	9%	0.3
COc1ccc(-c2nc3n(n2)C(c2ccccc2OC)C(C(=O)Nc2cccnc2)=C(C)N3)cc1 (stereo not given)	-14%	-0.9	4	nt	-3	-9%	-2%	-8%	-0.9
Cc1cc(NC(=O)COC(=O)COc2ccc3c4c(c(=O)oc3c2)CCC4)no1	3%	-0.4	3	3	1	31%[57.1 µM]	-16%[57.1 µM]	?	-0.4
Cc1ncoc1C(=O)Nc1ccccc1-c1ccccc1	4%	0.1	4	8	-1	-1%	5%	-13%	0.5
Cc1cc(C)n2c(SCCN3C(=O)c4ccccc4C3=O)nnc2n1	0%	-0.1	-3	-8	-7	13%[57.1 µM]	4%[57.1 µM]	-6%	0.2
CNC(=O)c1sc(SC)cc1-c1ccc(Cl)cc1	3%	nt	nt	nt	2	23%[57.1 µM]	10%[57.1 µM]	-3%	nt
Cc1cccc(C)c1OCc1nc2c3cnn(-c4cccc(F)c4)c3ncn2n1	-12%	0.2	2	nt	-1	23%	6%	-9%	0.2
CC(=O)Nc1cccc(C(=O)N2CCN(S(=O)(=O)c3ccc(C4CCCCC4)cc3)CC2)c1	-8%	nt	nt	nt	2	13%	-8%	-15%	nt
COc1ccc(Nc2cc(C)c3c(O)cccc3n2)cc1	23%	1.3	-8	-4	-3	17%	-3%	-21%	-0.1
COC(C[C@H]1O[C@H]1C(=O)[C@H](C)OCc1ccccc1)OC	-8%	nt	nt	nt	-5	9%	3%	-19%	nt
Cc1ccc(NC(=O)Nc2ccno2)cc1	12%	0.0	-1	1	0	23%	0%	2%	0.2
CCOC(=O)c1cc(-c2ccc(N)cc2)sc1N	3%	-1.2	0	3	-3	-3%	-11%	-3%	3.8
CCc1nnc(NS(=O)(=O)c2ccc(N/C=C\C(=O)c3cccc(OC)c3)cc2)s1	-14%	-0.1	8	-6	-4	22%[57.1 µM]	-7%[57.1 µM]	-13%	-0.6
O=C(/C=C/c1cccc([N+](=O)[O-])c1)NCCSCc1c(Cl)cccc1Cl	6%	0.6	-7	-2	-2	18%[57.1 µM]	10%[57.1 µM]	-23%	-0.1
COc1ccc(C(=O)Nc2cccnc2)cc1C(=O)Nc1cccnc1	-3%	-0.5	14	nt	0	16%	-3%	-8%	nt
COc1ccc2c(=O)c3c(=O)n(Cc4ccco4)c(-c4ccco4)nc3oc2c1	0%	-0.8	-1	3	-17	14µM*	-2%	-21%	0.4
O=C(CSc1nnc(CNC(=O)c2ccc(F)cc2)o1)NCc1ccc(F)cc1	0%	-0.4	-3	-15	3	-9%	-7%	-12%	-0.2
CC(=O)O[C@H]1[C@H](O)[C@H](Oc2c(O)c(C)c3c4c2[C@@H](C)CC[C@@H]4[C@@H](C)C[C@H]3C=C(C)C)O[C@@H](C)[C@H]1O	7%	nt	nt	nt	0	8%	-17%	-9%	nt
Cc1ccccc1-c1noc(-c2cccnc2NCc2ccco2)n1	-3%	0.0	9	nt	3	16%	1%	-25%	0.2
CC(=O)c1ccc(Oc2nc(C)nc3c2oc2ccccc23)cc1	26%	0.4	-1	nt	0	13%[57.1 µM]	-2%[57.1 µM]	-19%	0.1
Cn1cc(CNC(=O)Nc2ccc3c(c2)OCO3)cn1	0%	0.8	-1	-11	0	15%[57.1 µM]	9%[57.1 µM]	-15%	0.5
O=C(NCCOc1ccccc1)c1cc([N+](=O)[O-])ccc1N1CCOCC1	2%	0.6	1	10	-5	-16%	-18%	-18%	0.0
O=C(COC(=O)C1CCN(c2ccc(C(F)(F)F)cn2)CC1)NCCc1ccccc1	12%	0.2	1	-4	-8	3%	8%[57.1 µM]	-17%	0.9
O=C(NCC1COc2ccccc2O1)c1cccc(S(=O)(=O)N2CCN(c3ccccc3)CC2)c1 (stereo not given)	4%	1.6	6	-13	4	-9%	-10%	-20%	0.6
COc1ccc(C(=O)CCNc2ccc(C)c(Cl)c2)cc1	8%	-0.6	3	-1	-6	-10%	-2%	-13%	1.6
Cc1cc(C)c2nc(NCCCNC(=S)NCCCN(C)C)c(C#N)cc2c1	-1%	0.5	-3	14	4	32%	15%	-5%	-0.3
C/C(=N\NC(=O)CSCc1ccccc1Cl)c1cccc(NC(=O)c2ccccc2)c1	-5%	-0.2	-2	-16	1	29%[57.1 µM]	3%[57.1 µM]	-9%	0.4
COC(=O)/C=C(\C)NC(=O)c1ccccc1Cl	-3%	0.0	-1	1	-1	5%[57.1 µM]	7%[57.1 µM]	-8%	-0.7
COc1cc(NC(=O)CSc2nc3[nH]ncc3c(=O)n2-c2ccc(Cl)cc2)cc(OC)c1	-2%	-0.5	8	20	-5	29%[57.1 µM]	5%[57.1 µM]	-29%	-0.3
C=CCNC(=O)N[C@@H](CCSC)C(=O)OC	6%	0.2	2	9	-2	24%	14%	-5%	0.5
O=C(Nc1ccc2c(c1)OCO2)OCc1ccccc1	1%	-0.6	0	10	-8	0%	-10%	?	0.1
CCc1ccc2c(CN3CCc4ccccc43)cc(=O)oc2c1	2%	-0.3	-6	-2	1	-14%	1%	-10%	1.1
COc1ccc(NC(=O)c2oc3ccccc3c2NC(=O)Cc2ccc(F)cc2)c(OC)c1	5%	0.0	-5	nt	-6	23%	15%	-19%	-0.2
COc1ccc(CCNC(=O)CSc2nnnn2-c2cccc(C(C)=O)c2)cc1OC	nt	-0.8	-7	nt	-2	15%	2%	-27%	-0.2
CC1CCCN(C(=O)COC(=O)COc2ccc(C#N)cc2)C1 (stereo not given)	-4%	nt	nt	nt	-2	14%	-1%	-21%	nt
O=C(c1c(F)cccc1F)N1CCN=C1SCc1ccccc1	-2%	-0.2	29	-2	-5	25%	4%	-24%	-0.1
Cn1c(C23CC4CC(CC(C4)C2)C3)n[nH]c1=S	2%	-1.1	-2	15	2	-12%	-7%	-3%	0.2

Reprinted from the part before: two entries, then new ones.
SMILES	IDH1 R132H inh	TRHR agonist	TRHR enhancer	D2 antagonist	PI4K2A inh	TrxR1 inh	TrxR1 substrate	USP1 inh	D2 ag
O=C(c1c(F)cccc1F)N1CCN=C1SCc1ccccc1	-2%	-0.2	29	-2	-5	25%	4%	-24%	-0.1
Cn1c(C23CC4CC(CC(C4)C2)C3)n[nH]c1=S	2%	-1.1	-2	15	2	-12%	-7%	-3%	0.2
O=C(Nc1nc2ccccc2[nH]1)c1ccc(Cl)cc1	2%	3.4	-4	29	?	-5%	1%	?	-0.6
COc1ccc(C(=O)Nc2nnc(C)s2)cc1S(=O)(=O)N1CCOCC1	11%	-2.9	3	17	-1	12%	0%	-20%	0.1
CCCc1nc2ccccc2c(=O)n1CCc1ccccc1	22%	-0.8	-2	-13	7	15%[57.1 µM]	7%[57.1 µM]	-9%	1.9
CC(=O)C1=CN(CC2CCCCC2)CCC1=O	-2%	nt	nt	nt	1	14%	0%	-26%	nt
CC(=O)OCC(=O)C1CCC2C3CC=C4CC(O)CCC4(C)C3CCC12C (stereo not given)	5%	0.2	-2	2	-1	26%	8%	-23%	0.4
